SUMO1-SIM PPI: SUMO1-SIM interaction modulation. SUMO1 binding to a labelled peptide, TR-FRET, 1 h. inhibition, % at 20 µM. actives 0.33% (n = 360,000); in the data active = inhibition above about 37%
Rpn11 block: inhibitors of human proteasome Rpn11. O00487. actives 0.59% (n = 360,000). calls only at 20 µM. human 26S proteasome, Ub4-pepOG fluorescence polarization; 20S core pre-blocked with epoxomicin;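 active = inhibition at 20 µM, scaled to each plate's controls, above about 33%, limit read from the data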
Target sequence (O00487 whole entry, looked up): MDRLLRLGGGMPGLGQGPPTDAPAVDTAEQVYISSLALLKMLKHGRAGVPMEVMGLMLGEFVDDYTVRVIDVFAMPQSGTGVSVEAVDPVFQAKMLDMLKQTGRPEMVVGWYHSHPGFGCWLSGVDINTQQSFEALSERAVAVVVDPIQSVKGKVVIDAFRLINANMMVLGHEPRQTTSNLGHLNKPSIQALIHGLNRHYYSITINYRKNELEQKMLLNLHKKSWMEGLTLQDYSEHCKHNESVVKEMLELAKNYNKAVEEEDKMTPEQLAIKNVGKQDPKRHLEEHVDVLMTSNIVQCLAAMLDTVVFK
LMPTP block: blocks human LMPTP phosphatase. P24666. recombinant LMPTP-A, OMFP fluorogenic substrate, fluorescence intensity. inhibition, % at 20 µM. actives 0.22% (n = 360,000). AID 651560;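 active = compounds that cut the enzyme signal by at least half of the control window in the single-dose screen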;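 also: plate controls were DMSO wells with enzyme plus substrate for no effect and substrate without enzyme for full effect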
Target sequence (P24666 whole entry, looked up): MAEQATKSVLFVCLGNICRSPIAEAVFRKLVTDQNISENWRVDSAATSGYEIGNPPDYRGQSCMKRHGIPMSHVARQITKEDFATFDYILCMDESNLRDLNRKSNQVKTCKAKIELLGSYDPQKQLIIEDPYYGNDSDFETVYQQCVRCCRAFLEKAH
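Assay system: LMPTP-A enzyme. Input: 0.625 nM LMPTP-A final. Probe or stimulus: 400 µM OMFP. Compound dosing: single 20 µM dose. Schedule: 50 min dark incubation at room temperature. Detection: fluorescence intensity of OMFP turnover product. Read-out: percent inhibition versus substrate-only and uninhibited controls. Benchmarks: no-enzyme low control, uninhibited high control.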
CSN deneddyl inh: inhibitors of human CSN-mediated cullin deneddylation; actives 0.38% (n = 360,000); Purified CSN, SCF-Nedd8-OG deneddylation, fluorescence polarization; Q92905; AID 651999; inhibition, % at 12.5 µM;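 active = pattern-corrected inhibition above about 35%, with an unprinted fluorescence ratio check between 0.5 and 1.5, limit read from the data, passing the limit was not always enough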;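 also: 0% = enzyme with substrate and 100% = substrate without enzyme; some results filed as inactive read as strong as hits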
Target sequence (Q92905 whole entry, looked up, one chain of several): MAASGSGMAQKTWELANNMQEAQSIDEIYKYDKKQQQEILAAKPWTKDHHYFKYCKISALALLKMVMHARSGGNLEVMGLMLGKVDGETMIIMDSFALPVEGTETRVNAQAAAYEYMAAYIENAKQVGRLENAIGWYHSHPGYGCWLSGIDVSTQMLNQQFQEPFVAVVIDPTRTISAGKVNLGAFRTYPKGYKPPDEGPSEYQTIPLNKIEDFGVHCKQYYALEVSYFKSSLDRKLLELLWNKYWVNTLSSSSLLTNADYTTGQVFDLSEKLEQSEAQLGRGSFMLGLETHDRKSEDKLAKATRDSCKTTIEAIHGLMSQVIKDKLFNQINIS
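assay system = purified human Csn5 enzyme expressed in HEK293T cells | amount = 0.24 nM enzyme | buffer or medium = Tris/NaCl/DTT buffer, pH 7.5 | reagent = 10 nM SCFSkp2-Nedd8OG | compound = one concentration, 12.5 µM, 0.25% DMSO | times = 90 min reaction at room temperature | signal = FP | read-out basis = % inhibition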
Tb MetRS inh: Trypanosoma brucei MetRS inhibition; inhibition, % at 11.9 µM; actives 0.4% (n = 360,000); purified T. brucei MetRS, ATP depletion, Kinase-Glo luminescence; AID 624268;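 active = inhibition above a per-plate cutoff of the control wells' mean inhibition plus 3 SD, cut at about 5.5% in these data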;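 also: 0% = DMSO wells median and 100% = median of wells with control inhibitor compound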
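Dosing: 11.9 µM single point; system: parasite MetRS enzyme; technique: luminescence of leftover ATP; times: 15 min enzyme-compound preincubation, 2 h reaction, 10 min detection, 25 °C; replicates: each compound tested once; read-out basis: percent inhibition relative to median high and low control wells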
STEP inh: STEP (human) phosphatase inhibition; P54829; actives 0.25% (n = 360,000); inhibition, % at 20 µM; recombinant STEP, OMFP fluorogenic substrate, fluorescence;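 active = inhibition at 20 µM, scaled per plate between control wells, above about 37%, limit read from the data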;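 also: 0% = DMSO with enzyme and substrate and 100% = substrate only without enzyme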
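System: STEP (striatal-enriched tyrosine phosphatase) enzyme, cell-free; medium: Bis-Tris pH 6.0 buffer with DTT, detergent; dosing: 20 µM, 1% DMSO; times: reaction 20 min, ambient temperature; detection: fluorescence, 480/540 nm; read-out basis: normalized % inhibition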
DNMT1 inh: DNMT1 (human) enzyme inhibition. DNMT1 molecular beacon, Hinp1I cleavage, fluorescence. inhibition (reported as % activation of signal), % at 10 µM. P26358. actives 0.83% (n = 360,000); in the data active = inhibition above about 50%
MLLE-PAM2 inh: inhibitors of microRNA-mediated deadenylation, human PABP1 MLLE binding; GST-MLLE / FITC-PAM2 fluorescence polarization; inhibition, % at 20 µM; actives 0.36% (n = 360,000); AID 588489; in the data active = inhibition above about 35%, passing the limit was not always enough;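 also: plate controls were DMSO wells with GST-MLLE for no effect and wells lacking GST-MLLE protein for full effect; some results filed as inactive read as strong as hits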
NadD block: inhibitors of Staphylococcus aureus NadD; purified NadD enzyme, colorimetric absorbance read-out; inhibition, % at 20 µM; actives 0.78% (n = 360,000); in the data active = inhibition above about 26%; also: some compounds past the cut are filed as inactive
Scp1 inh: Scp-1 (human) phosphatase inhibition | Recombinant Scp1, phosphopeptide, malachite green phosphate absorbance | inhibition, % at 20 µM | actives 0.88% (n = 340,000);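 active = inhibition above about 50% at 20 µM, limit read from the data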;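 also: plate controls were DMSO wells with enzyme for no effect and wells lacking enzyme for full effect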
Target sequence (Q9GZU7 76-261 limits assumed): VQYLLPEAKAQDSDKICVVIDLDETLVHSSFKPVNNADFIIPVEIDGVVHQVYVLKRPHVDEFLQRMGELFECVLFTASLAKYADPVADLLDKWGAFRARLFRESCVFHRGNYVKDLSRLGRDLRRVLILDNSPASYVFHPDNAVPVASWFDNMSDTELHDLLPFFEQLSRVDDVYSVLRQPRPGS
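System: SCP-1 catalytic domain; Reagent: Phospho 17-mer peptide substrate; Doses: one concentration, 20 µM, with 1.0% DMSO; Incubation: 45 min room-temperature reaction, 5 min colour, 30 min stabiliser; Signal: Phosphate-binding colour reagent, absorbance read at 630 nm.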
An asterisk follows results filed as active; i = inactive; · = no result given. Rows are unselected. Share with any hit: about 3.6%.

mol,SUMO1-SIM PPI,Rpn11 block,LMPTP block,CSN deneddyl inh,Tb MetRS inh,STEP inh,DNMT1 inh,MLLE-PAM2 inh,NadD block,Scp1 inh
O=C(NNC(=S)NCC1CCCO1)c1cccc(S(=O)(=O)N2CCOCC2)c1 (stereo not drawn),3,i,-2.5,2,2.1,-1,0,-15,-2,-8
CCOC(=O)c1oc2ccccc2c1CN1CCN(C)CC1,0,i,-3.7,1,0.3,4,3,6,1,4
CC(=O)Nc1cccc(C(=O)OCC(=O)Nc2c(C)nn(-c3ccccc3)c2C)c1,6,i,-2.0,3,-0.1,-1,1,-67,-1,-1
O=C(Nc1ccc(Cl)cc1)c1cncs1,0,i,-0.6,0,-0.8,2,-1,4,-8,-6
N/C(Cn1cncn1)=N\OC(=O)c1ccc(Cl)cc1Cl,4,i,-3.4,3,0.7,-3,-2,5,0,-2
Cc1nn(-c2ccccc2)nc1CNC(=O)CC(C)(C)C,1,i,2.7,2,-0.3,4,1,-2,-8,-5
Cc1ccc(C(=O)NCCCNCCCNC(=O)c2ccc(C)nc2)cn1,0,i,-4.2,-2,-0.3,0,-1,2,1,-3
COc1ccc(OC)c(-c2[nH]nc3c2C(c2ccco2)C(C#N)=C(N)O3)c1 (stereo not drawn),1,i,-1.6,2,-0.2,-3,-6,-18,4,1
O=C(O)c1cc(Br)ccc1NS(=O)(=O)c1cccc2nsnc12,-20,i,-3.0,4,-1.0,-3,-3,13,-6,8
COc1ccccc1-n1c(=O)c(C#N)c(-c2ccc([N+](=O)[O-])cc2)c2cc(C(=O)c3ccccc3O)cnc21,-22,i,2.2,7,-0.4,3,-7,-14,38*,-14
Cc1c(C(=O)NCc2ccco2)oc2c(Cl)cccc12,2,i,-0.5,-5,-0.4,1,4,-1,-2,-7
c1csc(COc2ccccc2CNC2CCCCC2)c1,0,i,-0.7,-9,0.9,1,-1,-11,-1,-1
COc1ccc(NC(=S)N2CCC(NC(=O)c3ccccc3C)CC2)cc1,5,i,1.0,3,-0.2,4,3,-73,7,1
Oc1cccc(C(Nc2nccs2)c2ccc3cccnc3c2O)c1 (stereo not drawn),-21,i,0.8,9,-1.1,1,-13,16,12,-2
CCOC(=O)c1[nH]c2ccc(Br)cc2c1NC(=O)CCN1CCC(C)CC1,-7,i,0.9,4,0.1,-9,-3,-15,-7,-1
O=C(NCCc1ccc(Cl)cc1)c1cnc2n(c1=O)CCS2,1,i,-0.4,7,-0.3,0,4,16,-2,-3
Cc1nn2c(-n3ccnc3)c3c(nc2c1-c1ccccc1)CCC3,-11,i,0.0,8,-0.9,2,2,5,6,-6
CCOC(=O)C1=CCC2c3c(c4ccccc4n3C)C(=O)C1N2C(=O)OC(C)(C)C (stereo not drawn),3,i,0.4,-3,-0.3,1,4,1,1,-2
O=C(Nc1ccc(F)c(Cl)c1)c1cc(C2CCCCN2C(=O)CCc2ccccc2)on1 (stereo not drawn),-1,i,4.8,-5,0.2,2,2,-9,-3,·
CC(C)(C)N(Cc1ccccc1)C(=O)COc1cccnc1[N+](=O)[O-],-19,i,-1.0,4,0.1,2,1,-12,-6,-16
CC(=O)c1ccc(NC(=S)N2c3ccccc3CC2C)cc1 (stereo not drawn),1,i,1.0,-2,-0.4,0,-6,-20,-4,-11
COc1cc(CCC(=O)N2CCN(c3ccc([N+](=O)[O-])cc3)CC2)cc(OC)c1OC,-27,i,0.3,0,0.7,1,-29,-1,-2,-1
O=C(COC(=O)CNC(=O)c1ccccc1)Nc1ccc(Cl)cn1,2,i,-1.8,-3,0.0,-3,-6,5,2,-1
COC(=O)[C@@]12C[C@@H](CC(=O)NCc3cccc(C(F)(F)F)c3)C(=O)N(Cc3ccco3)C1=CCC(C)(C)C2,3,·,2.1,1,0.0,·,·,·,·,·
CSc1ccc(C#N)cc1NC(=O)c1ccccc1C,2,i,0.9,-6,-0.2,-2,-1,12,0,-5
Cc1ccc(C)c(N2CCN(c3cnn(-c4nc5ccccc5s4)c(=O)c3Cl)CC2)c1,-9,i,1.1,-5,-0.2,2,19,6,13,-3
COc1ccc(NC(=O)CNS(=O)(=O)c2cccc3nonc23)c(OC)c1,-22,i,0.5,-3,-1.4,0,1,13,0,1
C[C@@H]1CN([C@H](C)CO)C(=O)c2cc(Br)cnc2O[C@@H]1CN(C)Cc1ccc(F)cc1,0,i,-0.4,-5,-2.1,-3,4,16,-2,·
Cc1sc2ncnc(N3CCC(C(=O)Nc4ccc(F)cc4Cl)CC3)c2c1C,3,i,2.0,0,-0.5,0,-7,-30,1,0
CCC(C)Sc1nc2c(c(=O)[nH]c(=O)n2C)n1Cc1ccccc1Cl (stereo not drawn),3,i,-0.3,1,-0.8,2,0,-23,4,-9
Cn1c(=O)c2c(ncn2CCOc2ccc(Br)cc2)n(C)c1=O,13,i,-0.6,1,0.4,3,1,6,3,-4
Cn1cnnc1SCC(=O)Nc1ccc(Cl)c(S(=O)(=O)N2CCOCC2)c1,6,i,-0.3,5,0.1,-1,-4,11,-2,-3
Cc1cc(N2CCN(C(C(=O)NC3CCCC3)c3ccc(-c4ccccc4)cc3)CC2)c2ccccc2n1 (stereo not drawn),-2,·,94*,-2,0.1,·,·,·,·,·
CC(C)CN(C(=O)COC(=O)CSc1ccccc1F)c1c(N)n(Cc2ccccc2)c(=O)[nH]c1=O,5,i,-1.5,10,0.1,3,-3,-10,1,-3
Cc1[nH]c2ccccc2c1C(=O)C(=O)N1CC(C)OC(C)C1 (stereo not drawn),-1,i,-0.7,3,1.0,-1,1,-6,4,-2
O=C(Nc1ccccc1Cl)c1cc(C2CCCN(C(=O)c3cccc(O)c3)C2)on1 (stereo not drawn),-3,i,-0.1,-1,-0.1,-4,-4,-2,-8,·
Oc1cccc2c3c(oc12)CCCC3,1,i,1.7,-7,-0.4,1,2,1,-4,-11
COc1ccc(/C=C/C(=O)OCC(=O)N2CCN(S(=O)(=O)c3ccc(C)cc3C)CC2)cc1OC,7,i,0.2,-2,0.3,3,-1,4,-4,-15
CC(=O)c1cccc(OCC(=O)c2cc(C)n(-c3cc(C)on3)c2C)c1,-1,i,0.6,1,-0.5,-2,-5,-22,-6,-6
O=C1c2ccccc2NC(c2ccccc2)N1Cc1ccco1 (stereo not drawn),4,i,0.3,0,-0.1,4,0,-1,-2,0
O=C(CSc1ccc2nnc(-c3ccccc3)n2n1)NCC1CCCO1 (stereo not drawn),1,i,-1.3,0,-0.4,-2,2,1,-3,-6
CN1CCN(C(=O)c2ccc(-c3ccc(F)c(F)c3)c3ccoc23)CC1,6,i,0.1,-1,-0.4,0,2,-9,-10,·
CCCCN(C(=O)c1ccc(S(=O)(=O)N(C)c2ccccc2)cc1)c1c(N)n(CCC)c(=O)[nH]c1=O,3,i,-1.8,5,-0.1,-1,2,-49,6,-8
CC(NC(=O)c1cccs1)C1CCCO1 (stereo not drawn),5,i,-2.4,-2,0.3,-3,2,-1,0,-5
O=C(O)CCC(=O)N1CCN(c2ncccc2C(F)(F)F)CC1,1,i,-2.5,-2,0.5,-3,2,-3,0,-4
N#CCC(=O)N/N=C/c1cccc(Oc2ccccc2)c1,-4,i,0.7,-13,0.4,0,-2,1,4,-10
Nc1ccc(SC(F)(F)F)cc1C(=O)c1ccccc1,1,i,3.3,2,-0.1,4,8,1,-8,6
Cc1ccc(NC(=O)N2CCCC2C(=O)NCC2CCCCC2)cc1 (stereo not drawn),0,i,-1.4,2,0.3,-2,0,2,-2,-2
Cc1nnc(SCC(=O)N(C)c2c(N)n(Cc3ccccc3)c(=O)[nH]c2=O)n1Cc1ccccc1,7,i,0.1,-5,0.1,-3,1,-31,-3,-4
NC(=O)C1=C[C@@H](c2ccc(Br)cc2)C[C@@H](OCCCCO)O1,-8,i,1.6,-3,0.0,0,-8,6,-1,2
CN(C(=O)CSc1nc(N)cc(N)n1)C1CCS(=O)(=O)C1 (stereo not drawn),0,i,-0.4,1,-0.1,-1,1,7,-1,-2
COc1ccccc1NC(=O)COc1cc(C)nc(C(C)C)n1,1,i,-0.3,6,0.0,-1,10,4,2,-4
COC(=O)C[C@H]1C[C@@H]2c3cc(NC(=O)NC4CCCC4)ccc3O[C@@H]2[C@@H](CO)O1,6,i,-2.8,-1,-0.8,0,2,16,-1,·
CCSc1ncnc2c1sc1nc3c(cc12)COC(C)(C)C3,9,i,0.3,5,-0.1,2,-1,16,-1,-8
COc1ccccc1NC(=O)Nc1nnc(C(C)C)s1,2,i,-0.6,-10,-0.1,-1,0,6,-1,0
O=C(Nc1ccc(F)cc1Cl)C1CCN(C(=O)Nc2ccccc2)CC1,2,i,-0.4,-5,-0.4,-2,1,2,0,-2
Cc1ccnc2nc(C(=O)Nc3ccc4c(c3)OCO4)nn12,4,i,-1.2,5,-1.6,0,-3,-5,-5,0
O=C(c1ccccc1NS(=O)(=O)c1ccc([N+](=O)[O-])cc1[N+](=O)[O-])N1O[C@@H]2C=C[C@H]1C2,-29,i,0.0,8,-0.9,7,39,8,3,1
Cc1cc(NC(=O)CCC(=O)N(c2ccccc2F)C(C(=O)NC2CCCC2)c2ccccc2)no1 (stereo not drawn),0,i,-0.3,3,0.3,0,1,-6,1,-10
O=C(NC1CC1)c1ccc(NS(=O)(=O)c2ccc(F)cc2)cc1,6,i,-0.3,6,-0.1,3,0,9,-3,-5

3 of the compounds above, field by field.
O=C(c1ccccc1NS(=O)(=O)c1ccc([N+](=O)[O-])cc1[N+](=O)[O-])N1O[C@@H]2C=C[C@H]1C2
  SUMO1-SIM PPI = -29 | Rpn11 block = i | LMPTP block = 0.0 | CSN deneddyl inh = 8 | Tb MetRS inh = -0.9 | STEP inh = 7 | DNMT1 inh = 39 | MLLE-PAM2 inh = 8 | NadD block = 3 | Scp1 inh = 1

CC(C)CN(C(=O)COC(=O)CSc1ccccc1F)c1c(N)n(Cc2ccccc2)c(=O)[nH]c1=O
  SUMO1-SIM PPI = 5 | Rpn11 block = i | LMPTP block = -1.5 | CSN deneddyl inh = 10 | Tb MetRS inh = 0.1 | STEP inh = 3 | DNMT1 inh = -3 | MLLE-PAM2 inh = -10 | NadD block = 1 | Scp1 inh = -3

O=C(NC1CC1)c1ccc(NS(=O)(=O)c2ccc(F)cc2)cc1
  SUMO1-SIM PPI = 6 | Rpn11 block = i | LMPTP block = -0.3 | CSN deneddyl inh = 6 | Tb MetRS inh = -0.1 | STEP inh = 3 | DNMT1 inh = 0 | MLLE-PAM2 inh = 9 | NadD block = -3 | Scp1 inh = -5

Source: PubChem
